Pol iota inh: qHTS for Inhibitors of Polymerase Iota; Pol iota fluorescent replication assay, 10 min; 1% of 390,000 active; Potency, µM (series often up to 115 µM), inactives show top-dose activity, negative = inhibition, usual class: inhibitors; DNA polymerase iota (Homo sapiens), Q9UNA4; note: potency is the fitted concentration of half-maximal effect
Target sequence (Q9UNA4 whole entry, looked up): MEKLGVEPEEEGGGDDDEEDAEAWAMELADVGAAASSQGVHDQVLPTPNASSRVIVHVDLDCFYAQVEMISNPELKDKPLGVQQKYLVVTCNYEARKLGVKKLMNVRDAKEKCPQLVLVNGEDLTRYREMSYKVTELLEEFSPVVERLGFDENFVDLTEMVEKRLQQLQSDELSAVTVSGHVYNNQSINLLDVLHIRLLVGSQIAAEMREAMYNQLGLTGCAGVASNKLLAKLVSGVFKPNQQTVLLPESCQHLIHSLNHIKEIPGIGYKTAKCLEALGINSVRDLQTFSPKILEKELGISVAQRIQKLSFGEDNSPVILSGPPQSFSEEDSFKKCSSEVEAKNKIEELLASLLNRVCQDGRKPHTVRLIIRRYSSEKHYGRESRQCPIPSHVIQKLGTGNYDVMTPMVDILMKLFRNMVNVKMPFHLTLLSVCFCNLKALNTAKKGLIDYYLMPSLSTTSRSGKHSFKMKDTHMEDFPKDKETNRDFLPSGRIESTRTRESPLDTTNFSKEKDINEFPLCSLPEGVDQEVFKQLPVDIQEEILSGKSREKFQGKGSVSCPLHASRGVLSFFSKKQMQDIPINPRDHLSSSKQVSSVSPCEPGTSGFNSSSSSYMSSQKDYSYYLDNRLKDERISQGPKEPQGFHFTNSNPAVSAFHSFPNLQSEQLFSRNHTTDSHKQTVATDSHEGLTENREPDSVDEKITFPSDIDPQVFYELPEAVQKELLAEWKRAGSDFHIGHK
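Fluorescent replication assay read twice, at 0 min and 10 min after adding 50 nM (final) substrate. Enzyme (10 nM) and compounds were first incubated 15 min at room temperature; enzyme-free buffer wells were negative controls.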
Anesthetic bind: qHTS Assay for Identification of Novel General Anesthetics; Ferritin light chain (Equus caballus), P02791; apoferritin/1-aminoanthracene competitive binding, fluorescence; Potency, µM (doses to about 77.5 µM), without a hit: at the highest dose activity change, negative = displacement, most hits filed as inhibitors; 0.074% of 350,000 active; note: potency is the fitted concentration of half-maximal effect; % is set by controls: 0 for no effect and ±100 for the full control effect; nearly all actives have a fitted effect of over 20% in size
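In PBS, apoferritin at 10 uM is loaded with 1-AMA from a 50% saturated solution. After 10 min of compound exposure at ambient temperature, reduced 535 nm fluorescence indicates probe displacement.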
POLH inh: qHTS for Inhibitors of Polymerase Eta | AID 588591, 2011 | recombinant Pol eta, fluorescent DNA replication assay | Potency, µM (doses to about 114 µM), inactives show at the top dose activity change, negative = inhibition, most hits filed as inhibitors | DNA polymerase eta (Homo sapiens), Q9Y253 | 1.2% of 390,000 active; note: potency is the fitted concentration of half-maximal effect; % is set by controls: 0 for no effect and ±100 for the full control effect
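Pol eta (10 nM) was preincubated with compounds for 15 min at room temperature, after which fluorescent replication substrate (50 nM final) was added to start the reaction. Fluorescence was read kinetically at 0 and 10 min.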
Glioma ERSR ind: qHTS for Inducers of the Endoplasmic Reticulum Stress Response (ERSR) in Human Glioma: qHTS; 0.02% of 420,000 active; U87-MG GRP78 promoter luciferase reporter, 16 h; Potency, µM, for inactives: top-dose activation, usual class: activators; AID 602332, 2012; note: potency is the fitted concentration of half-maximal effect; series mostly up to about 76 µM; % of control where 0% means no effect; nearly all actives have a fitted effect of over 35% in size
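Stably transfected U87-MG glioma cells carrying a GRP78-based luciferase sensor; 16 h compound incubation. Luminescence end-point read 10 min after Bright-Glo addition at room temperature.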
Pol beta inh: qHTS Assay for Inhibitors of DNA Polymerase Beta; AID 485314, 2010; Pol beta primer extension/strand displacement, fluorescence kinetic; 1.3% of 340,000 active; P06746; Potency, µM (top dose mostly 114 µM), without a hit: top-dose activity change, negative = inhibition, usual class: inhibitors; note: potency is the fitted concentration of half-maximal effect; % is set by controls: 0 for no effect and ±100 for the full control effect
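Curves were derived by four-parameter Hill fits of normalized qHTS data. The kinetic fluorescent primer-extension read was taken at 0 and 10 min after 50 nM substrate, following a 15 min room-temperature preincubation of 10 nM enzyme with compounds.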
APEX1 inh: qHTS Assay for Inhibitors of the Human Apurinic/apyrimidinic Endonuclease 1 (APE1) | DNA repair nuclease/redox regulator APEX1 (Homo sapiens), P27695 | recombinant APE1, TAMRA/BHQ-2 abasic DNA cleavage fluorescence | Potency, µM (highest dose often 65.8 µM), inactives show at the top dose activity change, negative = inhibition, actives largely listed as inhibitors | 0.35% of 350,000 active | AID 2517, 2012;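 note: potency is the fitted concentration of half-maximal effect; plate controls were vehicle for no effect and reference inhibitor for full effect; nearly all actives have a fitted effect of over 55% in size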
Target sequence (P27695 whole entry, looked up): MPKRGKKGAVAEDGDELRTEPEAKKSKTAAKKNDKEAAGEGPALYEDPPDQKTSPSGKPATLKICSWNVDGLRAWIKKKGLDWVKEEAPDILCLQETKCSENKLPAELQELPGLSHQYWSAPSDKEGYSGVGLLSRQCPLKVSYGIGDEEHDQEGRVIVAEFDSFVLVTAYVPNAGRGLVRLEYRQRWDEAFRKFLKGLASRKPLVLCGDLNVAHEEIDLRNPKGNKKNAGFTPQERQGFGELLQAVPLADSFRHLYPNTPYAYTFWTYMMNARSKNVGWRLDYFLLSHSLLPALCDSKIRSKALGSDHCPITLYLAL
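APE1 at 0.75 nM preincubated 15 min at room temperature with compound. Reaction then started with 50 nM double-stranded THF-abasic substrate labelled with TAMRA/BHQ-2, and 525/598 nm fluorescence read kinetically. Activity taken as third-minus-first read difference, normalized to DMSO and NSC13755 controls.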
BLM helicase inh: qHTS Assay for Inhibitors of Bloom's syndrome helicase (BLM). 0.2% of 350,000 active. AID 2528, 2010. Potency, µM (top dose mostly 56.1 µM), for inactives: at the highest dose activity change, negative = inhibition, most hits filed as inhibitors. RecQ-like DNA helicase BLM (Homo sapiens), P54132. recombinant BLM DNA unwinding, fluorescence dequenching;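 note: potency is the fitted concentration of half-maximal effect; plate controls were vehicle for no effect and no enzyme for full effect; nearly all actives have a fitted effect of over 35% in size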
LDHA block: qHTS assay for inhibitors of human lactate dehydrogenase. 0.15% of 480,000 active. L-lactate dehydrogenase A chain (Homo sapiens), P00338. activity change, % (values are at about 110 or 230 µM). purified LDHA, NADH/diaphorase-resazurin fluorescence; active compounds read low; in the data active = activity change below about -30%; inconclusive = mostly about -25% to -30%;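 note: plate controls were DMSO wells for no effect and wells without enzyme for full effect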
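Enzyme activity of human lactate dehydrogenase 5 (2 nM; 0.06 mM NADH, 0.2 mM pyruvate, 5 min, RT) is measured via a resazurin/diaphorase fluorescence readout of residual NADH.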
POLK inh: qHTS for Inhibitors of Polymerase Kappa | DNA polymerase kappa (Homo sapiens), Q9UBT6 | Potency, µM (top dose mostly 107 µM), for the others: top-dose activity, negative = inhibition, actives largely listed as inhibitors | 0.53% of 400,000 active | purified Pol kappa, fluorescent DNA synthesis assay, 10 min; note: potency is the fitted concentration of half-maximal effect; % is set by controls: 0 for no effect and ±100 for the full control effect
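Readout: fluorescence, taken kinetically at 0 and 10 min. Conditions: 10 nM Pol kappa, 15 min RT compound preincubation, 50 nM substrate final. Controls: enzyme-free buffer wells.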
* marks the source's active call; other numbers are inactive results; ? = inconclusive; / = not tested or not shown; & = joins results of further samples; [ ] = dose if it differs, or a comment. Unless noted, calls come from the whole dose curve; as a rule, active = well fitted curve in the direction sought with a large enough effect; inconclusive = small, poorly fitted or top-dose-only effect, or another doubt; inactive = no such curve, though single readings can be large; an effect the other way counts as inactive or inconclusive. Not all compounds are listed (hit frequency here may not be typical).

Second line of a record: POLK inh	Pol iota inh	Glioma ERSR ind	LDHA block	BLM helicase inh	Pol beta inh	POLH inh	Anesthetic bind	APEX1 inh
1. NS(=O)(=O)c1ccc(CCNC(=O)C2CCCN(S(=O)(=O)c3cccnc3)C2)cc1 (centres undefined)
    9%	15%	1%	2	2%	29%	-17%	0%	-3%
2. Cc1nnc(Sc2nc3c(c(=O)n(C)c(=O)n3C)n2Cc2ccccc2Cl)s1
    -18%	8%	-4%	1	/	/	3%	/	/
3. COc1cccc(C2=CC(=O)CC(C)(C)C2)c1OC
    -18%	25%	-1%	-2	/	/	-14%	/	14%
4. CCC1CCCCN1C(=O)c1ccccc1OC1CCN(S(C)(=O)=O)CC1 (centres undefined)
    0%	26%	-3%	-9	2%	86%	-18%	-5%	4%
5. CCCOc1cccc(C(=O)NCCNC(=O)c2ccccn2)c1
    3%	12%	-2%	-2	-4%	3%	-10%	-3%	17%
6. Cn1c(=O)oc2cc(S(=O)(=O)N3CCN(c4ccccc4F)CC3)ccc21
    7%	13%	-2%	0	0%	26%	-8%	7%	48%[activator]
7. Cc1ccnc(NS(=O)(=O)c2ccc(CC(C)C)cc2)c1
    -3%	-22%	-3%	-6	-3%	100µM*	1%	-4%	1%
8. CC(C)n1c(C(F)(F)F)nc2cc(C(=O)N3CCCCC3)ccc21
    4%	130%[activator]	-1%	-5	0%	13%	-21%	-6%	15%
9. CCCSc1ccc([C@H]2N[C@@](C)(C(=O)OC)[C@H]3C(=O)N(CC)C(=O)[C@@H]23)cc1
    -11%	-12%	6%	-6	/	/	-11%	/	-12%
10. Cc1cc(NC(=O)c2cccs2)ccc1NC(=O)Cc1ccccc1
    -22%	?	4%	-12	0%	-26%	-4%	-8%	-3%
11. CCN(CC)CCOc1ccccc1OC
    -11%	21%	-2%&-2%	-19	1%&-3%	3%	-21%	4%	28%
12. O=C(NCCc1ccc(Cl)cc1)C1CCC(=O)N1C1CCCC1 (centres undefined)
    -2%[60.1 µM]	40%[activator]	-3%	-9	0%	1%	-1%	-9%	2%
13. CC(C)Cn1c(N)c(C(=O)CSc2nccn2C)c(=O)n(C)c1=O
    -15%	16%	-3%	-8	/	/	3%	/	4%
14. Cc1ccc(CSc2nnc(-c3cccnc3)o2)cc1
    -7%	17%	6%	-7	-2%	3%	-13%	?	-2%
15. Cc1cc(=O)oc(C)c1C(=O)NCc1cccnc1
    -11%	33%[activator]	-3%	-7	2%	18%	-13%	-9%	0%
16. Cc1cc(NC(=O)CCCC(=O)N(c2ccccc2)C(C(=O)NC2CCCCC2)c2cccs2)no1 (centres undefined)
    4%	-5%	-2%	-1	6%	21%	-11%	7%	19%
17. CC(/C=C1\SC(=S)N(CCCC(=O)Nc2ccc(C(=O)O)c(O)c2)C1=O)=C\c1ccccc1
    ?	?	6%	9	-18%	?	?	-11%	-4%
18. O=C(NC1CC1)C1CCCN(C(=O)Nc2ccc(F)cc2)C1 (centres undefined)
    -5%	-2%	-5%	-2	-4%	24%	-14%	-5%	-4%
19. COc1ccc(N(CC(=O)Nc2cc(OC)cc(OC)c2)S(=O)(=O)c2c(C)n[nH]c2C)cc1
    ?	?	-1%	-8	-5%	6%	-9%	-1%	-21%
20. O=C(CNC(=O)N1CC(=O)Nc2ccccc21)Nc1ccc(F)c(Cl)c1
    6%	-3%	1%	-2	0%	1%	-11%	3%	51%[activator]
21. CCOCCCN(C(=O)c1snc(C(N)=O)c1N)C(C(=O)NCCC(C)C)c1ccc(Cl)cc1 (centres undefined)
    -13%	31%[activator]	-6%	0	-5%	-5%	-18%	?	-14%
22. CC(C)C1Oc2cc3oc(=O)ccc3cc2C1=O (centres undefined)
    -7%	15%	1%	-1	2%	0%	-1%	-9%	7%
23. Cc1cc(SCc2ccccc2C)nc(=O)[nH]1
    -16%	-17%	-2%	-12	-16%	0%	1%	?	-5%
24. O=C(CN(Cc1ccco1)C(=O)c1cccc(Cl)c1)Nc1c(Cl)cc(Cl)cc1Cl
    -9%	10%	-2%	-6	0%	9%	-14%	-5%	-4%
25. CSc1ncccc1C(=O)NCc1nnc2ccccn12
    -14%	14%	-1%	-6	/	/	0%	/	-9%
26. O=C1OCCN1C(=O)[C@H]1[C@H](c2ccc(F)cc2)C(c2ccccc2)=NN1c1ccccc1
    9%	8%	-4%&-4%	1	-14%[75.6 µM]	/	-13%	241%[activator]	10%&-13%
27. Cc1cc(C)c(C)c(S(=O)(=O)ON2C(=O)c3ccccc3C2=O)c1C
    -8%	-16%	-11%	-3	-6%	3%	-14%	-11%	0%
28. O=C(O)/C(=C\c1ccco1)NC(=O)c1ccccc1
    -20%	3%	-3%	-3	7%	-1%	3%	-2%	?
29. CC(N=Cc1c(O)c2ccccc2oc1=O)C(=O)O (centres undefined)
    11%	-10%	-7%	2	-5%	36%	-14%	-5%	16%
30. O=Cc1cc(N=Nc2cccc(C(=O)O)c2)ccc1O
    ?	?	-10%	2	1%	35µM*	?	-4%	-11%
31. COC(=O)Cn1cnc(C(=O)Nc2ccc(C)c(C)c2)n1
    2%	4%	0%	-3	/	/	-20%	/	-4%
32. O=C(c1sc2cccc(F)c2c1Cl)N1CCN(c2ncccn2)CC1
    3%	123%[activator]	-1%	-3	-2%	-1%	-18%	3%	2%
33. C1CCc2c(c(N3CCOCC3)nc3sc4c(N5CCOCC5)nnnc4c23)C1
    -2%	155%[activator]	-3%	-4	/	/	-5%	/	/
34. CNC(=O)CSc1nc2cccnc2n1-c1ccc(F)cc1
    -20%	82%[activator]	-3%	-10	-3%	-20%	0%	0%	56%
35. COc1cc(NC(=O)NCCN2CCN(c3ccccc3)CC2)cc(OC)c1OC
    -1%&-11%	53%&12%[activator]	-3%	3&1	4%&-1%	-2%&1%	-12%	-7%&-11%	-9%
36. O=C(CCS(=O)(=O)c1nc(-c2ccc3c(c2)OCO3)cc(C(F)(F)F)n1)Nc1ccccc1F
    -15%	?	?	1	-6%	-30%	-16%	3%	/
37. COc1ccc(N2CCN(C(=O)CNC(=O)c3ccccc3Cl)CC2)cc1
    4%	11%	-3%	4	-1%	47%	-7%	-15%	19%
38. Cc1ccc(C)n1-c1nc(=S)[nH][nH]1
    28µM*	?	-4%	-6	-5%	-2%	45µM*	-4%	-5%
39. Cc1ccc(CNC(=O)C2(S(=O)(=O)c3ccc(C)cc3)CC2)cc1
    -14%	51%[activator]	-2%	-5	-4%	46%	-12%	3%	-1%
40. O=C(c1ccc([N+](=O)[O-])o1)N1CCc2ccccc21
    -7%	112%[activator]	-3%	0	-1%	15%	-17%	-10%	50%[activator]
41. Cc1cn(CC(=O)N[C@H](C)c2cccc3ccccc23)c(=O)[nH]c1=O
    -9%	-4%	-1%	-5	/	/	1%	/	/
42. COc1cccc2cc(-c3nnc(Nc4c(F)cccc4F)s3)c(=O)oc12
    -5%[60.1 µM]	46%[activator]	3%	0	2%	10%	-19%	-8%	/
43. COc1cc(NS(=O)(=O)c2ccc3[nH]c4c(c3c2)CCCC4)cc(OC)c1OC
    -16%	12%	-6%	14	-6%	-5%	-16%	-1%	/
44. COc1cc(-c2noc(C)c2C(=O)NCc2ccc(C)o2)cc(OC)c1OC
    -12%	13%	-3%	-1	/	/	-19%	/	56%[activator]
45. O=C1CS/C(=C\[N+](=O)[O-])N1c1ccc(OC(F)(F)F)cc1
    -11%	4%	0%	-6	-7%	22%	-7%	-19%	-11%
46. O=C(Cn1cc(C(=O)C2CC2)c2ccccc21)Nc1ccccc1Cl
    -7%	7%	-4%	-6	0%	2%	-3%	5%	17%
47. O=C1NCC(c2ccccc2)C1C(=O)N/N=C\c1ccc(-c2cccc(Cl)c2Cl)o1 (centres undefined)
    -1%	1%	-1%	-2	-12%	20%	-2%	0%	7%
48. O=C(CNC(=O)COc1ccccc1)NCc1cccnc1
    9%	83%[activator]	-1%	-3	0%	39%	-8%	-10%	11%
49. COC(=O)c1ccc(COC(=O)CNC(=O)CNC(=O)c2ccc(C)cc2)cc1
    5%	23%	-1%	-3	-2%	77%	-6%	-6%	7%
50. CCCCNc1c(-c2ccc(SC3CCCCC3)cc2)nc2ccccn12
    -15%	?	-1%	-1&6	/	/	-14%	/	-17%
51. CSc1ccc(-c2nc(O)c3cnccn23)cc1
    -7%	5%	1%	1	-1%	-14%	-19%	-4%	-11%
52. Oc1ccccc1CNc1ccc(Br)cn1
    -16%	-4%	-3%	-4	-6%	14%	-12%	?	-8%
53. O=S(=O)(c1cccc2nsnc12)N1CCN(c2ncccn2)CC1
    -2%	19%	-1%	-8	2%	0%	-18%	6%	-1%
54. CC(C)(C)NC(=O)c1ccc(COc2ccccc2Br)o1
    -3%	6%	0%	5	-4%	17%	-13%	1%	-3%
55. CC1=C(C/C=C(\C)CCC[C@H](C)CCC[C@H](C)CCCC(C)C)C(=O)c2ccccc2C1=O
    2%	89%[activator]	1%	5	/	/	?	/	-3%
